Bioassay records deposited in PubChem BioAssay by Broad Institute.
LGR2 inh – inhibitors of bursicon-induced Drosophila LGR2 receptor cAMP signaling | HEK293 LGR2, CRE-luciferase, bursicon-stimulated, 4 h | inhibition, % at 9.99 µM | 380,000 tested, 0.35% active;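 active means drop in luminescence signal, shown as inhibition above about 50% in the replicate tests, limit read from the data, passing the limit was not always enough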;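 further: agonist challenge used bursicon conditioned medium at about half maximal strength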
esBAF inh – blocks esBAF chromatin remodeling in mouse ES cells | Bmi1-luciferase knock-in reporter, 24 h; 100% = twice the neutral-well signal | reporter increase, % at 12.5 µM | 350,000 tested, 2% active | AID 602393; in the data active means activation above about 40%;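 further: 0% = median of the plate's neutral control wells and 100% = double that signal; a rise in the Bmi1 reporter signal indicates esBAF inhibition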
SIRT5 inh – inhibitors of human sirtuin-5 desuccinylase; Q9NXA8; Purified SirT5, succinyl-peptide AMC, trypsin-coupled fluorescence; inhibition, % at 15 µM; 330,000 tested, 1.1% active; in the data active means inhibition above about 15%
Target sequence (Q9NXA8 whole entry, looked up): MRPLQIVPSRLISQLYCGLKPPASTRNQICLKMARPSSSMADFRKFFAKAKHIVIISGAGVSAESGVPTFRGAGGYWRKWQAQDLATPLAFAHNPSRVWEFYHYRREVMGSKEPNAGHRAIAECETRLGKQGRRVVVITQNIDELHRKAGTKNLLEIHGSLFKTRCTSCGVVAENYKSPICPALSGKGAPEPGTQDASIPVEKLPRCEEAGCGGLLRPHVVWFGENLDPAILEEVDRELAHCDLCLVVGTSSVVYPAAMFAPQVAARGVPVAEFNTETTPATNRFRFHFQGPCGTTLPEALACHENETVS
C2C12 statin – suppressors of simvastatin-induced myotoxicity in C2C12 myotubes | ATP luminescence, 48 h; scaled: DMSO 0, geranylgeraniol control 100 | rescue of ATP level, % at 7.49 µM | 330,000 tested, 0.78% active | AID 602340;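 active means mean ATP rescue above about 67%, or every replicate alone reaching that limit, limit read from the data, passing the limit was not always enough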;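 further: myotubes were challenged with 10 µM simvastatin during compound exposure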
FN deposition inh – fibronectin deposition inhibition. AH1F fibroblasts, Alexa488-fibronectin deposition fluorescence, overnight. inhibition, % at 12.6 µM. 350,000 tested, 0.086% active. AID 743247;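 active means mean inhibition across replicates of 30% or more, regardless of how many single replicates reach that level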;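 further: positive control wells lacked labelled fibronectin entirely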
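Test system: AH1F fibroblast monolayer depositing Alexa488-labelled fibronectin into matrix. Input: 10000 cells per well. Technique: fluorescence, ex 485 nm, em 525 nm. Buffer or medium: DMEM plus 2% serum, read in PBS. Timing: 1 h cell adhesion before compound, then overnight fibronectin incubation. Compound: single dose, pinned. Read-out basis: inhibition from reduced deposited-fibronectin fluorescence.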
S100A4 MyoIIA – blocks human S100A4 binding to myosin IIA peptide; inhibition, % at 10.7 µM; S100A4/TAMRA-MyoIIA peptide fluorescence polarization; P26447; 360,000 tested, 0.14% active;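 active means mean inhibition of at least 70% across replicates, with every replicate also reaching that level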
Target sequence (P26447 whole entry, looked up): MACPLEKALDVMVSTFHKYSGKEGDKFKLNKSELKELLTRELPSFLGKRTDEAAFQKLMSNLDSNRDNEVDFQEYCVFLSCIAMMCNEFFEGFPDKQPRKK
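Assay system: human S100A4 monomer with TAMRA-labelled myosin IIA peptide / Buffer or medium: Calcium-containing HEPES buffer, pH 7.2 / Reagent: TAMRA-labelled myosin IIA heavy-chain peptide probe, 5 nM / Compound: one dose per compound / Timing: polarization read 5 min after assay mix addition, stable 5–60 min / Benchmarks: neutral control DMSO, positive control TFP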
Casp6 inh – inhibitors of human caspase-6; inhibition, % at 12.5 µM; 350,000 tested, 0.53% active; purified caspase-6, Z-VEID-R110 cleavage fluorescence; P55212; AID 686996;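 active means mean inhibition across replicates at least about 35%, with every replicate also reaching that limit, limit read from the data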;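 further: 0% = median of neutral control wells and 100% = no fluorescence left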
Target sequence (P55212 24-179 limits assumed): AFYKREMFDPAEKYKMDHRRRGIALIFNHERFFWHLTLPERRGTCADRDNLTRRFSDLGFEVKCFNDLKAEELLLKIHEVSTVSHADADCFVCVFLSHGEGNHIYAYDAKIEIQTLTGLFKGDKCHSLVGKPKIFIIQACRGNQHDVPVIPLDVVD
Target sequence (P55212 194-293 limits assumed): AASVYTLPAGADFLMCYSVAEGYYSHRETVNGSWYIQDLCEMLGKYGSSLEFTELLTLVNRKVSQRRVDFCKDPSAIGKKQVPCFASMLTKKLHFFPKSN
The depositor's hits bear a star; / = not tested or not shown; & = joins results of further samples. A portion of the library (hit frequency here may not be typical).

[1] CCOc1cc(/C=N\NC(=O)c2ccc(NC(=O)C(C)(C)C)cc2)ccc1OC(=O)c1ccc(C)cc1
[2] C[C@H](NC(=O)c1nc[nH]c1C(=O)NCc1ccccc1)c1ccccc1
[3] C[C@@H]1CN([C@@H](C)CO)C(=O)CCCn2nncc2CO[C@@H]1CN(C)S(=O)(=O)c1ccc(-c2ccccc2)cc1
[4] NC(=O)C1CCN(C(=O)CN2CCCc3ccccc32)CC1
[5] CC(C)OC(=O)c1ccc(NC(=O)c2cncc(Br)c2)cc1
[6] CN1CCN(C2=NC3(CCCC3)C(C#N)C(=O)N2)CC1 (configuration not stated)
screen / no.,1,2,3,4,5,6
LGR2 inh,/,-1,-3&-8,-10,0,/
esBAF inh,-2,-1,-1&4&4,-2,2,4
SIRT5 inh,/,2,0&-3&1,/,-2,/
C2C12 statin,-17,3,-1&2&-6,-8,/,-2
FN deposition inh,0,8,-3&-6,/,-2,1
S100A4 MyoIIA,/,-3,-4&-1&11,/,-7,/
Casp6 inh,/,1,0&5&3,/,14,/

[7] CO[C@@H]1CN(C)C(=O)c2cc(NC(=O)CC(F)(F)F)ccc2OC[C@H](C)N(CC2CC2)C[C@H]1C
[8] COc1ccc(S(=O)(=O)N2CCOCC2)cc1NC(=O)[C@@H]1CCCN1C(=O)c1cccs1
[9] CC(C)CNC(=O)NC(=O)COC(=O)Cn1cnc2ccccc2c1=O
[10] Cc1cc(C)c(-c2c(O)c3cccc4c3n(c2=O)CCC4)c(C)c1
[11] CCOc1ccccc1NC(=S)N1CCC(NC(=O)NC23CC4CC(CC(C4)C2)C3)CC1
[12] CCCCCN(C(=O)COC(=O)CSc1ccc([N+](=O)[O-])cc1)c1c(N)n(CCCC)c(=O)[nH]c1=O
screen / no.,7,8,9,10,11,12
LGR2 inh,6,-38,1,/,2,9
esBAF inh,/,/,/,-4,1,/
SIRT5 inh,-2,-3,0,/,/,1
C2C12 statin,/,/,/,-12,-31,/
FN deposition inh,-1,-6,/,-16,20,7
S100A4 MyoIIA,-2,1,-2,/,/,0
Casp6 inh,0,-1,1,/,/,6

Compound profiles, as listed above:
Entry for Cc1cc(C)c(-c2c(O)c3cccc4c3n(c2=O)CCC4)c(C)c1 : LGR2 inh: /; esBAF inh: -4; SIRT5 inh: /; C2C12 statin: -12; FN deposition inh: -16; S100A4 MyoIIA: /; Casp6 inh: /
Entry for CCCCCN(C(=O)COC(=O)CSc1ccc([N+](=O)[O-])cc1)c1c(N)n(CCCC)c(=O)[nH]c1=O : LGR2 inh: 9; esBAF inh: /; SIRT5 inh: 1; C2C12 statin: /; FN deposition inh: 7; S100A4 MyoIIA: 0; Casp6 inh: 6

(cont.)
[13] COC(=O)C1(C)CCCC2(C)C3CCC(C(C)C)C(CO)C3C(CO)CC12 (configuration not stated)
[14] O=C(C[C@H]1C=C[C@@H](NC(=O)Cc2ccccn2)[C@@H](CO)O1)NCCc1ccccc1
[15] CCN(CC)S(=O)(=O)c1ccc(C)c(NC(=O)CN2CCN(Cc3ccccc3)CC2)c1
[16] O=C(N/C(=C/C=C/c1ccccc1)C(=O)N1CCCCC1)c1ccc([N+](=O)[O-])cc1
[17] CO[C@H]1CN(C)C(=O)c2cc(NS(=O)(=O)c3ccc(C)cc3)ccc2OC[C@H](C)N(Cc2nccs2)C[C@H]1C
[18] COc1ccc(C(C)(O)c2nc(-c3cccc(O)c3)cs2)cc1 (configuration not stated)
screen / no.,13,14,15,16,17,18
LGR2 inh,17,13,-4,12,0,-5
esBAF inh,4,/,12,/,8,5
SIRT5 inh,12,-3,-10,3,3,-2
C2C12 statin,-1,/,5,/,0,-2
FN deposition inh,0,/,0,-7,4,18
S100A4 MyoIIA,0,7,-1,-5,6,-9
Casp6 inh,-1,1,-1,-1,1,0

[19] COc1ccc2c(c1)cc(C(=O)N[C@@H](Cc1ccccc1)C(=O)O)n2C
[20] C/C=C/Cn1c(Br)nc2c1c(=O)n(C)c(=O)n2C
[21] COc1ccc(OC)c(S(=O)(=O)N(C)CC(=O)O)c1
[22] O=C(Nc1cc(F)ccc1F)N1CCCCN2[C@H](C1)[C@H](c1ccc(C3=CCCCC3)cc1)[C@@H]2CO
[23] Cc1cccc(NC(=O)N2CCc3ccccc3C2)c1C
[24] FC(F)(F)c1ccc2c(c1)n(Cc1ccccc1)c1[n+]2CCCCC1
screen / no.,19,20,21,22,23,24
LGR2 inh,-2,5,19,-20,-28,11
esBAF inh,0,3,-2,1,/,/
SIRT5 inh,-13,-3,/,5,0,-1
C2C12 statin,0,-15,15,-52,/,/
FN deposition inh,/,-4,/,-6,3,/
S100A4 MyoIIA,-3,-2,/,8,-5,-15
Casp6 inh,-3,-1,/,-4,-6,4

[25] CN(C)c1nc(OCCOC(=O)Nc2ccc(Cl)cc2Cl)nc(N(C)C)n1
[26] C[C@@H]1CN([C@@H](C)CO)C(=O)Cc2cc(NC(=O)CCC(F)(F)F)ccc2O[C@H]1CN(C)Cc1ccc(C(F)(F)F)cc1
[27] CC(O)CNCCCCOc1ccc(OCc2ccccc2)cc1 (configuration not stated)
[28] C=CCOc1ccc2ccccc2c1CNn1c(C)n[nH]c1=S
[29] COCC(=O)N(C)C[C@H]1Oc2cc(-c3ccc(OC)cc3)ccc2S(=O)(=O)N([C@H](C)CO)C[C@@H]1C
[30] O=C(COc1ccc2ccccc2c1)Nc1ccncc1
screen / no.,25,26,27,28,29,30
LGR2 inh,10,19,-17,-1,8,-15
esBAF inh,/,4,5,-3,1,/
SIRT5 inh,-5,5,-6,1,-5,1
C2C12 statin,/,26,21,-7,-8,/
FN deposition inh,/,2,-4,-9,/,-5
S100A4 MyoIIA,0,3,-4,-3,-3,-25
Casp6 inh,4,1,-1,0,4,-5

[31] COc1ccc(Nc2nc(-c3ccccc3)c(C(=O)Nc3cccnc3)s2)cc1
[32] O=C(NC1CCCC1)N1CC(=O)N2[C@@H](CO)[C@H](c3ccc(-c4ccc(F)cc4)cc3)[C@@H]2C1
[33] COc1ccc(CNC(=O)C[C@H]2CC[C@@H]3[C@H](COc4ccc(NC(=O)C(C)C)cc4C(=O)N3C)O2)cc1
[34] COc1ccc(S(=O)(=O)Nc2cccc3c2O[C@@H](CN(C)C(=O)Nc2ccc(C(F)(F)F)cc2)[C@H](C)CN([C@@H](C)CO)C3=O)cc1
[35] Cc1ccc(S(=O)(=O)Nc2ccc3c(c2)C(=O)N([C@H](C)CO)C[C@H](C)[C@@H](CN(C)Cc2ccncc2)OCCCC[C@@H](C)O3)cc1
[36] COc1ccccc1CNC(=O)c1cc(-c2ccccc2)nn1Cc1cc(C)no1
screen / no.,31,32,33,34,35,36
LGR2 inh,-3,13,-3,-7,9,-3
esBAF inh,-1,/,-1,-1,-1,9
SIRT5 inh,-6,-4,-3,5,-1,3
C2C12 statin,-4,/,-5,/,/,-13
FN deposition inh,-6,/,-5,/,2,16
S100A4 MyoIIA,2,8,14,-5,-10,1
Casp6 inh,0,-1,-3,-2,-3,6

[37] Cc1noc(C)c1NC(=O)N[C@@H]1CC[C@H](CC(=O)N2CCN(C)CC2)O[C@@H]1CO
[38] CSc1ncc(C(=O)O)n1-c1ccc(F)cc1
[39] CCCN1[C@H](C(=O)NCC)[C@@H](CO)[C@@H]2Cn3c(ccc(-c4ccccc4F)c3=O)[C@@H]21
[40] COc1ccc(C(=O)COC(=O)C2CCCN2C(=O)C23CC4CC(CC(C4)C2)C3)cc1 (configuration not stated)
[41] CCc1ccccc1Nc1nc(N)nc(COC(=O)CCC(=O)c2ccc(F)cc2)n1
[42] Cc1nn(C(C)C)c(C)c1[C@@H]1C[C@H]2CN(Cc3cccc(Cl)c3)C(=O)[C@]23CCCN13
screen / no.,37,38,39,40,41,42
LGR2 inh,8,/,-17,6,-22,-14
esBAF inh,-5,0,4,/,-17,6
SIRT5 inh,3,/,0,-2,-1,-9
C2C12 statin,-17,-3,8,/,4,-6
FN deposition inh,-1,-7,/,8,/,-5
S100A4 MyoIIA,-15,/,-14,0,13,-13
Casp6 inh,7,/,-3,0,1,-4

11 entries from above, reformatted:
Under each structure – LGR2 inh, esBAF inh, SIRT5 inh, C2C12 statin, FN deposition inh, S100A4 MyoIIA, Casp6 inh
29	COCC(=O)N(C)C[C@H]1Oc2cc(-c3ccc(OC)cc3)ccc2S(=O)(=O)N([C@H](C)CO)C[C@@H]1C
→ 8, 1, -5, -8, /, -3, 4
30	O=C(COc1ccc2ccccc2c1)Nc1ccncc1
→ -15, /, 1, /, -5, -25, -5
31	COc1ccc(Nc2nc(-c3ccccc3)c(C(=O)Nc3cccnc3)s2)cc1
→ -3, -1, -6, -4, -6, 2, 0
32	O=C(NC1CCCC1)N1CC(=O)N2[C@@H](CO)[C@H](c3ccc(-c4ccc(F)cc4)cc3)[C@@H]2C1
→ 13, /, -4, /, /, 8, -1
33	COc1ccc(CNC(=O)C[C@H]2CC[C@@H]3[C@H](COc4ccc(NC(=O)C(C)C)cc4C(=O)N3C)O2)cc1
→ -3, -1, -3, -5, -5, 14, -3
34	COc1ccc(S(=O)(=O)Nc2cccc3c2O[C@@H](CN(C)C(=O)Nc2ccc(C(F)(F)F)cc2)[C@H](C)CN([C@@H](C)CO)C3=O)cc1
→ -7, -1, 5, /, /, -5, -2
35	Cc1ccc(S(=O)(=O)Nc2ccc3c(c2)C(=O)N([C@H](C)CO)C[C@H](C)[C@@H](CN(C)Cc2ccncc2)OCCCC[C@@H](C)O3)cc1
→ 9, -1, -1, /, 2, -10, -3
36	COc1ccccc1CNC(=O)c1cc(-c2ccccc2)nn1Cc1cc(C)no1
→ -3, 9, 3, -13, 16, 1, 6
37	Cc1noc(C)c1NC(=O)N[C@@H]1CC[C@H](CC(=O)N2CCN(C)CC2)O[C@@H]1CO
→ 8, -5, 3, -17, -1, -15, 7
38	CSc1ncc(C(=O)O)n1-c1ccc(F)cc1
→ /, 0, /, -3, -7, /, /
39	CCCN1[C@H](C(=O)NCC)[C@@H](CO)[C@@H]2Cn3c(ccc(-c4ccccc4F)c3=O)[C@@H]21
→ -17, 4, 0, 8, /, -14, -3

New compounds follow:
[43] O=C(C[C@H]1CC[C@@H]2[C@H](COC[C@H](O)CN2CC2CCCCC2)O1)NCC1CC1
[44] CCCCn1ccnc1C(=O)c1cc(S(=O)(=O)N2CCOCC2)ccc1C
[45] O=C(COC(=O)Cc1ccc(F)cc1)NC1CCCC1
[46] CC(C)(C)c1ccc(-c2n[nH]c(=S)n2CCCN2CCOCC2)cc1
[47] CCOc1ccc(N(CC)S(=O)(=O)c2c(C)[nH]c(=O)[nH]c2=O)cc1
[48] NNC(=S)Nc1c(Br)cc(F)cc1Br
screen / no.,43,44,45,46,47,48
LGR2 inh,-2,4,22,-14,-1,-7
esBAF inh,-9,15,-3,/,-8,/
SIRT5 inh,1,/,-2,1,-1,-2
C2C12 statin,23,11,0,/,8,/
FN deposition inh,-5,5,4,7,-2,-4
S100A4 MyoIIA,-22,/,-1,-2,8,-5
Casp6 inh,1,/,0,2,5,2

[49] COc1ccc(C(=O)c2ccccc2C(=O)c2ccccc2)cc1
[50] COc1ccc(OC)c(C(=O)NC(CC(N)=O)c2ccc(N3CCN(c4ccc(F)cc4)CC3)c([N+](=O)[O-])c2)c1 (configuration not stated)
[51] COC(=O)N(C)C[C@H]1OCc2cn(nn2)CCCC(=O)N([C@H](C)CO)C[C@@H]1C
[52] CC1CCN(S(=O)(=O)c2ccc(NC(=O)C3CCN(C(=O)c4ccco4)CC3)cc2)CC1
screen / no.,49,50,51,52
LGR2 inh,4,2,2,8
esBAF inh,/,0,0,19
SIRT5 inh,-7,/,3,0
C2C12 statin,/,14,4,29
FN deposition inh,-3,-5,-5&5,4
S100A4 MyoIIA,8,-2,0&-2,-3
Casp6 inh,-1,6,-8&-5,5
